BAZ2B block: BAZ2B (human) inhibition; Q9UIF8; AID 504333; AlphaScreen BAZ2B-H3K14Ac peptide displacement; 360,000 compounds, 4.4% hits; Potency, µM (top dose mostly 114 µM), for inactives: at the highest dose activity change, negative = inhibition, most hits filed as inhibitors; note: potency is the fitted concentration of half-maximal effect; % is set by controls: 0 for no effect and ±100 for the full control effect; nearly all actives have a fitted effect of over 60% in size
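AlphaScreen displacement of biotin-H3(5-23)K14Ac peptide (50 nM final) from BAZ2B (50 nM final) in PBS pH 7.4, 0.01% Tween-20; complex preformed 30 min RT, then compounds (top 110 uM) 30 min RT, beads 20 min dark.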
PI4K2A inh: blocks human PI4K2A kinase activity | activity change, negative = inhibition, % at 76.9 µM | purified PI4K2A, ADP-Glo luminescence, 1 h; active compounds read low | Q9BTU6 | 420,000 compounds, 0.13% hits | AID 1346378; in the data active = activity change below about -50%; inconclusive = mostly about -30% to -49%;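 note: -100% = wells without enzyme as full effect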
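Compounds are screened against recombinant PI4K2A using PI as substrate and ATP, the latter dispensed at 300 microM. Reactions run one hour at ambient temperature before ADP-Glo detection; full inhibition defined by wells lacking enzyme.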
HP1b binding inh: blocks HP1-beta chromodomain binding to methylated histone tails. AlphaScreen HP1-beta / biotin-H3K9me3 peptide binding. Potency, µM (series often up to 114 µM), inactives show top-dose activity change, negative = inhibition, usual class: inhibitors. 390,000 compounds, 0.56% hits; note: potency is the fitted concentration of half-maximal effect; nearly all actives have a fitted effect of over 70% in size; inactives centre near 23
Target sequence (P83916 whole entry, looked up): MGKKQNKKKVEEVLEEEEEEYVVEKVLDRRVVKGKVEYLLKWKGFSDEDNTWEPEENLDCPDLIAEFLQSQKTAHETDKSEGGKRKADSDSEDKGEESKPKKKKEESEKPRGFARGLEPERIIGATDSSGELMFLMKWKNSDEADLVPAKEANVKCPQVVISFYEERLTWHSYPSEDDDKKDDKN
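Compound inhibition of the preformed complex between 50 nM HP1-beta and 50 nM biotinylated H3K9me3 peptide was read by AlphaScreen. Buffer was PBS pH 7.4 with 0.01% Tween-20. Incubations ran 30 min at room temperature, with 10 ug/mL donor/acceptor beads.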
JMJD2A Tudor inh: inhibitors of human JMJD2A Tudor domain | O75164 | Potency, µM (doses to about 114 µM), for the others: at the highest dose activity change, negative = inhibition, hits mostly inhibitors | AlphaScreen JMJD2A-Tudor / H3K4me3 peptide binding | 390,000 compounds, 4.4% hits; note: potency is the fitted concentration of half-maximal effect; % is set by controls: 0 for no effect and ±100 for the full control effect; nearly all actives have a fitted effect of over 50% in size
GLS inh: inhibitors of human glutaminase (GLS). O94925. GLS enzymatic activity, qHTS titration. Potency, µM (series often up to 45.5 µM), for the others: top-dose activity change, negative = inhibition, actives largely listed as inhibitors. 410,000 compounds, 0.21% hits. AID 624170; note: potency is the fitted concentration of half-maximal effect; % is set by controls: 0 for no effect and ±100 for the full control effect
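hKGA; 45 mM KH2PO4 pH 8.2 + 0.02% Tween-20; cpd via pin tool; 1 mM Gln soln; GluOx/HRP/Amplex Red; RT 30 min; fluor. t0 & final.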
G9a inh: G9a (human) methyltransferase inhibition; Potency, µM (series often up to 102 µM), for inactives: at the top dose activity, negative = inhibition, hits mostly inhibitors; 350,000 compounds, 8.8% hits; G9a H3K9 monomethylation, AlphaScreen, 2 h; note: potency is the fitted concentration of half-maximal effect; % is set by controls: 0 for no effect and ±100 for the full control effect; nearly all actives have a fitted effect of over 75% in size
Target sequence (Q96KQ7 913-1193 limits assumed): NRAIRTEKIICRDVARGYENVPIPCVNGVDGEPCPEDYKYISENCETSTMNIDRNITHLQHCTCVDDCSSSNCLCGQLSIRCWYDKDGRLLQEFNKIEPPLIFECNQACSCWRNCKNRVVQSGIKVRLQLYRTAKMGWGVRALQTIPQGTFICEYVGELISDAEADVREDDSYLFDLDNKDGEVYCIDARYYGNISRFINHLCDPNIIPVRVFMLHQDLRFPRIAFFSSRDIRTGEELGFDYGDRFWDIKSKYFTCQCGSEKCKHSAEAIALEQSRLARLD
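Methyltransferase reactions run at room temperature for 2 h (20 nM enzyme, 500 nM biotin-H3K9 peptide, 20 uM SAM) after a 15 min compound preincubation; product detected by AlphaScreen beads and anti-H3K9me1 antibody.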
Pin1 inhibitor: blocks the human prolyl isomerase Pin1; Pin1 FP peptide displacement, HiFluor488, 10 min; Potency, µM (doses to about 115 µM), for the others: top-dose activity, negative = inhibition, actives largely listed as inhibitors; 390,000 compounds, 0.009% hits; AID 504891; active = well fitted inhibition curve with a large enough effect in the polarisation, with a control signal flat, not every such curve was filed as active; inconclusive = small, poorly fitted or top-dose-only effect, or effect the other way, or a change in a side signal; inactive = no such curve, though single readings can be large or run the other way; the % refers to the polarisation; note: potency is the fitted concentration of half-maximal effect; % is set by controls: 0 for no effect and ±100 for the full control effect
Target sequence (Q13526 whole entry, looked up): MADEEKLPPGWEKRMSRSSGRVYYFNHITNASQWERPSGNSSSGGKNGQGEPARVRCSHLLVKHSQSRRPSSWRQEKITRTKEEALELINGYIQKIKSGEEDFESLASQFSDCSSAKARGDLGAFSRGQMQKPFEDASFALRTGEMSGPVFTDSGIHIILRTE
Tb PGK inh: T. brucei PGK inhibition | PGK/GAPDH coupled, Kinase-Glo luminescence, 60 min | 380,000 compounds, 0.043% hits | Potency, µM (series often up to 57.5 µM), inactives show at the top dose activity change, negative = inhibition, hits mostly inhibitors | AID 602233 | P07378; note: potency is the fitted concentration of half-maximal effect; % is set by controls: 0 for no effect and ±100 for the full control effect; nearly all actives have a fitted effect of over 60% in size
Target sequence (P07378 whole entry, looked up): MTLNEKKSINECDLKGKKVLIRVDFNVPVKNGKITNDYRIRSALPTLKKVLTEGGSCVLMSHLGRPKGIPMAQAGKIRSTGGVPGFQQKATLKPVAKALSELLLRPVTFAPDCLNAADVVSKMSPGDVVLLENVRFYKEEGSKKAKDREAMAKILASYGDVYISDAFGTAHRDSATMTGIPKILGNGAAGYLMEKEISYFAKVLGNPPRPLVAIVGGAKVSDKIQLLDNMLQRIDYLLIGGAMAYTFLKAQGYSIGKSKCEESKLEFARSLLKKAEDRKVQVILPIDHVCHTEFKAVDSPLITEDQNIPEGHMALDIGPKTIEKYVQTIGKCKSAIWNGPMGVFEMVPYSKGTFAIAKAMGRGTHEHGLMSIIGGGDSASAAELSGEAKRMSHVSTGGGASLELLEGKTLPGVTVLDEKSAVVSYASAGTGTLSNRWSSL
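Luminescent ATP detection (Kinase-Glo Plus) follows a 60-minute room-temperature incubation, with wells lacking PGK as controls. Buffer: 100 mM TEA (pH 7.6), 5 mM MgCl2, 0.01% Tween-20. Coupling enzyme GAPDH (100 nM final) supplies unstable 1,3-BPG in-well.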
POLH inh: inhibitors of human DNA polymerase eta; Q9Y253; recombinant Pol eta, fluorescent DNA replication assay; Potency, µM (highest dose often 114 µM), without a hit: at the top dose activity change, negative = inhibition, hits mostly inhibitors; 390,000 compounds, 1.2% hits; note: potency is the fitted concentration of half-maximal effect; % is set by controls: 0 for no effect and ±100 for the full control effect
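Pol eta at 10 nM preincubated with compounds 15 min at room temperature; reaction started with fluorescent substrate (50 nM final) and read kinetically at 0 and 10 min.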
* = called active by the depositor; i = inactive; ? = inconclusive; · = not tested or not shown; [ ] = dose if it differs, or a comment. Unless noted, calls come from the whole dose curve; as a rule, active = well fitted curve in the direction sought with a large enough effect; inconclusive = small, poorly fitted or top-dose-only effect, or another doubt; inactive = no such curve, though single readings can be large; an effect the other way counts as inactive or inconclusive. These rows are one share of the data. The share of hits here may be higher or lower than overall.

BAZ2B block	PI4K2A inh	HP1b binding inh	JMJD2A Tudor inh	GLS inh	G9a inh	Pin1 inhibitor	Tb PGK inh	POLH inh	compound
-23%	0	41%[activator]	0%	2%	-15%	0%	i	-11%	CC(C)Oc1ccccc1C(=O)NC(CO)C(=O)O (centres undefined)
-25%	-5	10%	-29%	4%	?	62%[activator]	0%	-3%	COC(=O)c1cccc(C23CC4(C2)[C@H](CN(Cc2cccnc2)[C@@H]4c2ccccc2)C3c2ccccc2)c1 (some centres undefined)
-10%	-4	13%	-13%	16%	?	-10%	6%	11%	Cn1c(=O)c2c(O)cc(=O)[nH]c2n(-c2ccccc2)c1=O
-37%	-4	24%	-20%[57.1 µM]	2%	?	33%[activator]	-4%	?	C=CCOc1c(Br)cc(CNc2ccc(NC(=O)C(C)C)cc2)cc1OCC
-7%	-1	3%	-8%	2%	14%	-4%	i	-2%	Cc1ccccc1-n1nnnc1SCC(=O)NCC1CCCO1 (centres undefined)
4%	3	36%	-16%	-6%	-2%	0%	-9%	-20%	Cc1cc(C)n2nc(C(=O)N/N=C/c3ccc(Cl)cc3)nc2n1
-30%	0	42%[activator]	13%	·	-74%	?	-1%	-14%	Cc1nc2ccccc2n1CCC(=O)O
-33%	-2	-33%	23%[11.4 µM]	-12%	?	14%	0%	-18%	COc1ccc(C(=O)N2CCc3cc(OC)c(OC)cc3C2c2cccc([N+](=O)[O-])c2)cc1OC (centres undefined)
-11%	1	5%	?	9%	-32%[59 µM]	-1%	·	-17%	Cc1cccc(N=C2NN=C(c3c[nH]c4ccccc34)CS2)c1
-5%	1	2%	-11%	-1%	·	3%	11%	-22%	COc1ccccc1NS(=O)(=O)c1cccc2nsnc12
8%	-3	35%	-3%	-3%	22%[12.7 µM]	7%	-1%	-4%	CCOC(=O)N1CCN(C(=O)Nc2cccc(Cl)c2)CC1
-10%	-4	24%	9%	-12%	14%	4%	17%	-11%	Cc1cc(C(=O)Nc2ccncc2)ccc1[N+](=O)[O-]
3%	0	41%[activator]	-8%	0%	60%[activator]	12%	3%	7%	N#Cc1nc(-c2ccccc2Cl)oc1N1CCN(C(=O)c2ccco2)CC1
-3%	3	1%	-10%[11.4 µM]	23%	-27%[59 µM]	12%	-10%	?	O=C(Cc1cccs1)Nc1ccc(-c2nc3ccccc3[nH]2)cc1
-4%	1	17%	-19%	-2%	2%[2.33 µM]	30%	-1%	-20%	CCCn1c(SCC(=O)Nc2cc(Cl)ccc2OC)nc(O)cc1=O
-3%	1	31%	-11%	5%	-29%	?	5%	-7%	CCn1cc(C(=O)N(CCC(C)C)c2c(N)n(Cc3ccccc3)c(=O)[nH]c2=O)c(=O)c2ccc(C)nc21
-6%	2	27%	-4%	-1%	14%[59 µM]	5%	-3%	-7%	CCc1ccc(NC(=O)c2cc(CC(C)C)on2)cc1
-17%[57.1 µM]	-4	45%[activator]	-14%	-5%	-10%	6%	3%	-18%	O=C(CSc1nc2ccsc2c(=O)n1CC1CCC(C(=O)O)CC1)NCCc1ccc(Cl)cc1 (centres undefined)
-8%	7	41%[activator]	-7%	9%	52%[activator]	3%	-6%	-20%	COc1ccccc1NC(=O)NNC(=O)c1ccc(-c2ccccc2)cc1
-13%	3	29%	28µM*	-24%	32µM*	-6%	-9%	-11%	C=CCn1c(CNS(=O)(=O)c2ccc(Br)cc2)n[nH]c1=S

Record cards, as listed above. Order of screens: BAZ2B block | PI4K2A inh | HP1b binding inh | JMJD2A Tudor inh | GLS inh | G9a inh | Pin1 inhibitor | Tb PGK inh | POLH inh
COc1ccccc1NC(=O)NNC(=O)c1ccc(-c2ccccc2)cc1 in the list: -8% | 7 | 41%[activator] | -7% | 9% | 52%[activator] | 3% | -6% | -20%
CCn1cc(C(=O)N(CCC(C)C)c2c(N)n(Cc3ccccc3)c(=O)[nH]c2=O)c(=O)c2ccc(C)nc21 in the list: -3% | 1 | 31% | -11% | 5% | -29% | ? | 5% | -7%

Next part:
BAZ2B block	PI4K2A inh	HP1b binding inh	JMJD2A Tudor inh	GLS inh	G9a inh	Pin1 inhibitor	Tb PGK inh	POLH inh	compound
-25%	0	29%	-15%	-4%	0%	-4%	5%	-19%	COc1ccc(S(=O)(=O)N2CCN(C(=O)c3cc(-c4ccccc4OC)n[nH]3)CC2)cc1
-3%	-1	70%[activator]	-3%	-1%	?	16%	-5%	-6%	Cn1c(=O)oc2cc(S(=O)(=O)N3CCCC(C(=O)NCc4cccs4)C3)ccc21 (centres undefined)
?	-7	-38%	-14%[11.4 µM]	1%	?	2%	-6%	-10%	COc1ccc(NC(=S)NC(NC(=O)c2cccc(C)c2)C(Cl)(Cl)Cl)c([N+](=O)[O-])c1 (centres undefined)
6%	2	48%[activator]	0%	5%	5%[59 µM]	5%	0%	-4%	Cc1cccc(N2CCN(S(=O)(=O)c3ccc(-c4cc(C(F)(F)F)on4)s3)CC2)c1C
-1%	2	44%[activator]	-8%[57.1 µM]	2%	20%[59 µM]	-5%	i	-13%	CC1CCCN(CC(O)CN)C1 (centres undefined)
12%	4	39%[activator]	-13%	-27%	-3%[59 µM]	1%	-3%	-9%	CCN(CC)c1ncnc2c1cnn2-c1cc(Cl)ccc1C
·	5	78%[activator]	-26%	-8%	·	3%	-8%	-5%	C#CCOCCOCCOCCNc1nc(N2CCN(C(=O)[C@H](CCCCN)n3cc([C@@H](N)[C@H](C)CC)nn3)CC2)nc(N2CCN(C(=O)[C@H](CCCCN)n3cc([C@@H](N)CC(N)=O)nn3)CC2)n1
11µM*	?	?	10µM*	?	8.9µM*	1%	-10%	89µM*	CC1=NN(c2ccccc2)C(=O)/C1=C\c1ccc(Br)s1
-30%	-4	8%	?	23%	?	19%	4%	-8%	N#CC1=C(N)OC(c2ccccc2)=C(C#N)C1c1ccc2c(c1)OCO2 (centres undefined)
-19%	-6	11%	-32%	-6%	16%	-3%	i	-7%	O=C(CCc1nnc2ccc(NCc3ccccc3Cl)nn12)NC1CCCCC1
15%	4	32%	-8%	-1%	?	-3%	-4%	-9%	COc1ccc(C2C(C(=O)O)CC(=O)N2C2CCCCC2)cc1 (centres undefined)
18%	-3	19%	-4%	9%	-32%[59 µM]	6%	-4%	9%	CC(CN1CCOCC1)c1ccccc1 (centres undefined)
-10%	6	-25%	-19%	14%	2%[59 µM]	-14%	-2%	-11%	CCc1ccc(S(=O)(=O)Nc2cc3c(cc2C)n(C)c(=O)c(=O)n3C)cc1
4%	-2	21%	2%	1%	·	-2%	2%	-16%	C=CCN1C(=O)CSC1=Nc1ccc(C(=O)O)cc1
8%	4	35%	-1%	0%	4%	-3%	-7%	?	CC(C)(C)Nc1ncnc2c1cnn2-c1ccccc1
?	0	11%	-24%	15%	-31%[59 µM]	-3%	-1%	-3%	CCOc1ccc(NC(=O)c2cc3c(n(-c4ccc(OC)cc4)c2=O)CC(C)(C)CC3=O)cc1
5%	-1	46%[activator]	-14%	5%	16%	0%	-3%	-15%	CC(=O)c1cccc(N(C(=O)CNC(=O)c2ccco2)C(C(=O)NC2CCCC2)c2ccncc2)c1 (centres undefined)
5%	9	26%	4%	-1%	5%[59 µM]	-5%	-15%	-15%	CCCCCn1c(Sc2ncccn2)nc2c1c(=O)[nH]c(=O)n2C
·	1	15%	-19%	6%	·	4%	-4%	-18%	Cc1cc(C)n2nc(SCC(=O)N3CC(C)CC(C)C3)nc2n1 (centres undefined)
9%	-18	35%	3%	13%	-12%[2.33 µM]	-8%	i	-3%	O=C(Cn1nnc2ccccc21)C1CC1
-15%	1	5%	-24%	2%	·	0%	1%	-4%	O=C(C1=C[C@H](C2CC2)C[C@H](OCCCCO)O1)N1CCN(Cc2ccc3c(c2)OCO3)CC1
-17%	1	11%	15%	26%	?	9%	-8%	6%	Cn1c(CCN2CCCCC2)nc2cc(NS(=O)(=O)c3ccc(Cl)cc3)ccc21
-18%	-2	52%[activator]	-7%	-1%	36%	-4%	-5%	-15%	CCCc1cc(=O)oc2cc(OCC(=O)NC3CCN(Cc4ccccc4)CC3)ccc12
·	3	13%	-20%	-19%	·	-1%	2%	-28%	Cc1ccc(S(=O)(=O)N2[C@@H](c3ccc(Br)cc3)C(C(=O)O)=C[C@H]2C(C)(C)C)cc1
1%	-5	-11%	14µM*	?	?	7%	-8%	-13%	CCCCCOC(=O)c1[nH]c2c(c1C)C(=O)C(C(=O)OC)C(C)C2 (centres undefined)
56µM*	1	?	20µM*	-5%	-46%	?	·	-6%	OC(CNCc1ccc(Cl)cc1)COc1ccccc1 (centres undefined)
-3%	-7	67%[activator]	-3%[11.4 µM]	0%	-31%[59 µM]	-4%	-2%	?	O=C(O)C(Oc1ccc2c3c(c(=O)oc2c1)CCC3)c1ccccc1 (centres undefined)
-9%	-9	12%	-3%	-5%	-31%	-2%	-1%	-10%	CCOc1ccc(C(=O)Nc2cccc(C(=O)O)c2)cc1Cl
-3%	2	7%	-10%	6%	-11%	-10%	0%	6%	O=C(Nc1ccccc1-c1ccccc1)NC1CCN(CC(=O)N2CCOCC2)CC1
-25%	2	45%[activator]	-12%	-5%	8%[59 µM]	16%	i	-24%	COc1ccc(N(CC(=O)Nc2ccc(Cl)cc2C)S(=O)(=O)c2ccccc2)c(OC)c1
?	2	33%	-27%	0%	9%[59 µM]	-5%	-9%	-7%	CCOc1ccc(C(=O)NCC(=O)OCC(=O)Nc2nnc(-c3ccccc3)o2)cc1
-1%	18	41%[activator]	-10%	-10%	·	-3%	-1%	-13%	CCOc1ccc(S(=O)(=O)Nc2c(C)n(C)n(-c3ccccc3)c2=O)cc1
?	4	?	?	0%	?	2%	3%	-8%	CC1CCN(c2ccc(C(=O)OCC(=O)NCCN3C(=O)CSC3=O)cc2[N+](=O)[O-])CC1

Screening data from PubChem.
